RNase H inhibition = RNase H inhibition, HIV 1 Gag Pol polyprotein, FRET biochemical assay, screening (AID 372); HIV-1 RT RNase H, FRET RNA/DNA substrate fluorescence; higher % means a stronger effect; one-dose inhibition, % at 10 µM; IC50 in µM for titrated hits; 100,000 tested, 0.77% active; in the data active = inhibition above about 50%
* marks the source's active call; other numbers are inactive results.

canonical_smiles,RNase H inhibition
COc1cc(/C=C2\SC(=S)NC2=O)ccc1OS(=O)(=O)c1ccc(C)cc1,24.0%
O=C(Nc1ccc(S(=O)(=O)N2CCOCC2)cc1)c1ccc(Cl)c([N+](=O)[O-])c1,13.0%
Cc1onc(-c2ccccc2)c1C(=O)NCC(C)C,0.0%
CCOc1c(Cl)cc(/C=C2\C(=O)NC(=O)N(c3ccc(C)cc3)C2=O)cc1OC,8.0%
Cc1cc([N+](=O)[O-])ccc1N/C=C/C(=O)c1ccccc1,5.0%
COc1cc(/C=N/n2c(-c3ccc(Cl)cc3)n[nH]c2=S)ccc1OC(C)=O,8.0%
O=C(CSc1cc(Cl)ccc1Cl)Nc1cccc(Br)c1,0.0%
Cc1ccc(C(=O)Nc2nc(-c3ccccc3)c(C)s2)cc1C,13.0%
CC1(C)CC(=O)C2=C(C1)OC1=C(C(=O)CC(C)(C)C1)C21C(=O)Nc2ccccc21,4.0%
Clc1ccc(/C=C/C=Nc2cccc(-c3nc4ccccc4o3)c2)cc1,19.0%
O=C(c1cccc(F)c1F)N1CCOCC1,7.0%
CC(C)Oc1ccc2c3c(c(=O)oc2c1)CCC3,0.0%
O=C(Nc1ccccc1)c1ccc(-n2cnnn2)cc1,3.0%
O=C(CCCOc1ccc(Cl)cc1Cl)Nc1ccc([N+](=O)[O-])cc1,0.0%
CCOC(=O)c1ccc(NC(=O)c2ccc(OC)c(OC)c2)cc1,2.0%
O=C(/C=C/c1ccccc1OCc1ccccc1)c1cccc(Br)c1,7.0%
COC(=O)C1=C(C)NC(=S)NC1c1cc(Cl)ccc1OCc1ccccc1 (stereo not drawn),20.0%
CC1=C(C(=O)Nc2cc(C)ccn2)C(c2ccc([N+](=O)[O-])cc2)C2=C(CCCC2=O)N1 (stereo not drawn),9.0%
O=C(COc1ccc(Cl)cc1)N(C1CCCCC1)C1CCCCC1,8.0%
CCOC(=O)c1c(C)sc(C=O)c1NC(=O)c1ccc(Cl)cc1,1.0%
COc1ccc(NC2CC(=O)N(CCc3ccccc3)C2=O)cc1 (stereo not drawn),12.0%
CC1(C)C/C(=N\O)c2cc3c(nc2C1)CCCC3,10.0%
C=CCn1c(=S)[nH]c2sc3c(c2c1=O)CC(C)(CC)OC3 (stereo not drawn),2.0%
COc1ccc(N2C(=O)C3C(C2=O)C2C=CC3C23CC3)cc1 (stereo not drawn),2.0%
COC(=O)C1CC(=O)N(c2ccccc2)C1 (stereo not drawn),10.0%
COc1ccc(N(C(=O)c2ccccc2)C2=CC3CCC(C2)N3C)cc1 (stereo not drawn),0.0%
O=C(Nc1ccccc1C(=O)O)c1ccc(NC(=O)c2cccs2)cc1,10.0%
CSc1nc2ccc(NC(=O)c3ccc([N+](=O)[O-])o3)cc2s1,2.0%
Brc1ccc(-c2nc(NCc3ccccc3)cc(-c3ccccc3)n2)cc1,15.0%
COc1ccccc1N1C(=O)NC(=O)/C(=C/c2c(OC)ccc3ccccc23)C1=O,22.0%
O=C(CCc1ccccc1)NNC(=O)Cc1ccccc1,0.0%
O=Cc1ccc(OC(=O)c2ccccc2I)cc1,31.0%
CCOC(=O)C1=C(C)N=c2s/c(=C\c3ccc(Cl)cc3)c(=O)n2C1c1cc(OC)ccc1OC (stereo not drawn),16.0%
CCCc1cc(=O)oc2cc(OC(C)C(=O)O)ccc12 (stereo not drawn),0.0%
O=C1c2ccc3c4ccc5c6c(ccc(c7ccc(c2c37)C(=O)N1CCO)c64)C(=O)N(CCO)C5=O,4.0%
Cc1cccc(OCCCCCCN2CCOCC2)c1,12.0%
CC(=O)n1c2ccccc2c2cc([N+](=O)[O-])ccc21,2.0%
Cc1cc2nc(-c3ccc(C)c(NC(=S)NC(=O)c4ccc(F)cc4)c3)oc2cc1C,41.0%
O=C(O)CN(CCc1ccccc1)S(=O)(=O)c1ccc(Br)cc1,9.0%
COc1cccc(CN2CCN(C3CC4CCC3C4)CC2)c1OC (stereo not drawn),0.0%
COC(=O)c1c(F)c(F)c(N2CCOCC2)c(F)c1F,4.0%
O=C1CCCC(O)=C1C=NCCCn1ccnc1,11.0%
Cc1ccccc1/C=C(/C#N)c1nc(-c2cc3ccccc3oc2=O)cs1,13.0%
CCOC(=O)C1=C(C)N=c2s/c(=C\c3ccc(-c4ccc(Cl)cc4Cl)o3)c(=O)n2C1c1ccc(Cl)cc1 (stereo not drawn),0.0%
CCOC(=O)C1=C(C)NC2=C(C(=O)CC(C)(C)C2)C1c1ccc(OC(C)=O)c(OC)c1 (stereo not drawn),2.0%
CC1(C)CC(=O)C=C(NNC(=O)c2cccc([N+](=O)[O-])c2)C1,10.0%
O=C1NC(=O)N(c2ccc(Br)cc2)C(=O)/C1=C/c1ccc(O)c([N+](=O)[O-])c1,16.0%
CC(=O)C1=C(C)NC(SCC(=O)c2ccccc2)=C(C#N)C1c1ccco1 (stereo not drawn),18.0%
O=C1CSC(=O)N1CNc1cc(Cl)ccc1Cl,8.0%
CC(=O)Nc1ccc(S(=O)(=O)Nc2cccc(Cl)c2)cc1,8.0%
CC1(C)COC(=O)/C1=N/Nc1ccc([N+](=O)[O-])cc1,6.0%
Cc1cccc(-n2c(C)cc(C=NO)c2C)c1,7.0%
Cc1ccc(O)c(N=C/C=C/c2ccc(Cl)cc2)c1,12.0%
COc1cc(C=C2C(=O)NC(=O)NC2=O)cc([N+](=O)[O-])c1O,10.0%
CCOc1ccc(-n2c(O)c(/C=C3\C=Nc4ccccc43)sc2=O)cc1,5.0%
Cc1cc2c(nc3s/c(=C/c4ccccc4)c(=O)n32)c(Br)c1C,15.0%
O=C(N/N=C/c1cccnc1)c1ccco1,5.0%
CCCCNCCCCOc1cccc(Cl)c1Cl,10.0%
N#Cc1c2c(c(Nc3ccc(Cl)cc3)n3c1nc1ccccc13)CCC2,18.0%
COc1ccccc1-c1nc(-c2ccc(C)c([N+](=O)[O-])c2)cc(=O)o1,4.0%

(next part)
canonical_smiles,RNase H inhibition
O=C(Nc1nnc(Cc2ccc([N+](=O)[O-])cc2)s1)Nc1ccccc1F,5.0%
COc1ccc(CC2S/C(=N\N=C\CCc3ccc(C)o3)NC2=O)cc1 (stereo not drawn),15.0%
O=C(Nc1ncc(Cc2ccc(Cl)c(Cl)c2)s1)c1cccc([N+](=O)[O-])c1,3.0%
CS(=O)(=O)N(Cc1ccccc1)c1ccccc1C(=O)NCCSc1ccc(Cl)cc1,23.0%
Oc1ccccc1-c1nc(N/N=C/c2ccccc2Cl)c2ccccc2n1,3.0%
CCOC(=O)C1=C(C)N=c2s/c(=C\c3ccc(Cl)cc3Cl)c(=O)n2C1c1ccccc1F (stereo not drawn),17.0%
CCOc1ccc(/C=C2/C(=O)NC(=O)N(c3ccc(OC)cc3)C2=O)c(OCC)c1,18.0%
O=C(c1ccc(Br)cc1)N1CCN(c2ccc([N+](=O)[O-])cc2F)CC1,7.0%
Cc1ccc(/C=C2\SC(=S)N(/N=C/c3ccc(C)s3)C2=O)s1,10.0%
O=C1C2CCCCC2C(=O)N1c1cccc(C(F)(F)F)c1 (stereo not drawn),0.0%
COc1ccccc1OCCSc1nc2ccccc2o1,0.0%
COc1ccc(-n2nc3ccc(NC(=O)c4ccc(I)cc4)cc3n2)cc1,51.0%*
O=C1CSC(=O)N1CNc1cccc(Br)c1,5.0%
CCN1C(=O)NC(c2ccc(Br)cc2)C(C(=O)OCCOC)=C1C (stereo not drawn),0.0%
COc1ccc(CSc2n[nH]c(-c3ccc(OC)cc3)n2)cc1,8.0%
CC(Oc1ccc(Cl)cc1Cl)C(=O)Nc1ncccn1 (stereo not drawn),7.0%
Cc1ccccc1C(=O)Oc1ccccc1C(=O)N1CCOCC1,19.0%
O=C(COc1ccc(/C=N/NS(=O)(=O)c2ccccc2)cc1)Nc1ccccc1,9.0%
CCOc1ccc(C2C(C(=O)OCCSCC)=C(C)NC3=C2C(=O)CC(c2cccs2)C3)cc1 (stereo not drawn),11.0%
CCCCCCCCCOc1ccc(/C(C)=N\NC(=O)c2cc(Br)ccc2O)cc1,10.0%
COc1ccc(/C=N/NC(=O)CSc2nnc(-c3cc(OC)c(OC)c(OC)c3)n2-c2ccccc2)cc1OC,11.0%
Cc1ccc(N2C(=O)/C(=C/N3CCOCC3)c3ccccc3C2=O)cc1,8.0%
Cc1ccc(S(=O)(=O)N/N=C/c2cc(C)n(-c3cc(C(=O)O)cc(C(=O)O)c3)c2C)cc1,6.0%
O=C(N/N=C/c1ccc(OC2CSC2)cc1)c1ccccc1,6.0%
Cc1ccc(-c2csc(/C(C#N)=C/Nc3ccccc3I)n2)cc1,11.0%
CCOC(=O)C1=C(O)CSC1=Nc1cccc2ccccc12,9.0%
CCCCCCCn1c(SCc2ccccc2)nc2ccccc21,8.0%
Cc1ccc2c(c1)C(Cc1nc3ccccc3c(=O)n1-c1ccccc1)C(=O)N2C (stereo not drawn),7.0%
Cc1ccc(NC(=O)c2ccc([N+](=O)[O-])c(C)c2)c(Br)c1,11.0%
CC(=O)N1CCN(c2cc(N3CCC(C)CC3)c(F)cc2[N+](=O)[O-])CC1,10.0%
O=C(c1c(Cl)cccc1Cl)N1CCN(c2ccc(F)cc2)CC1,54.0%*
Cc1cc2nn(-c3ccccc3)nc2cc1NC(=O)c1cccc([N+](=O)[O-])c1C,16.0%
CC1=C/C(=N\N=C2\NC(=O)C(CC(=O)Nc3ccccc3)S2)CC(C)(C)C1 (stereo not drawn),12.0%
COC(=O)C(=C/C(C)=C/N1CCOCC1)C(=O)OC,7.0%
COc1cc(CNC2CCCCCC2)c([N+](=O)[O-])cc1OC,15.0%
NS(=O)(=O)c1ccc(CNC(=O)c2ccc(Cl)cc2[N+](=O)[O-])cc1,4.0%
CC(C)Oc1ccccc1NC(=O)c1ccc(F)c2ccccc12,16.0%
O=C1CC(c2cccc3ccccc23)c2ccc3ccccc3c2N1 (stereo not drawn),0.0%
CCc1ccccc1NC(=O)c1ccc(N2C(=O)c3ccccc3C2=O)cc1,0.0%
COc1ccc(C(=O)NN=C2CCN(C)CC2)cc1,9.0%
Cc1[nH]n(-c2ccccc2)c(=O)c1/C=C1\C=c2ccccc2=N1,13.0%
CCOC(=O)c1ccc(NC(=S)NC(=O)c2cccc(Br)c2)cc1,18.0%
COc1ccc(C=C2C(=O)OC(C)(C(C)(C)C)OC2=O)c(OC)c1 (stereo not drawn),6.0%
COc1ccc(C(=O)N(c2ccccc2)c2ccc3ccccc3c2)cc1OC,13.0%
COC(=O)C1=CNC=C(C(=O)OC)C1c1cc(OC)c(Br)cc1OC,5.0%
CN1C(=O)NC(=O)/C(=C/c2ccc(OCC(=O)O)cc2)C1=O,0.0%
O=C(Nc1ccccc1Cl)c1ccc(Cl)c([N+](=O)[O-])c1,0.0%
O=C(CSc1nc2ccccc2s1)Nc1cc(Cl)cc(Cl)c1,18.0%
O=C(Nc1c(C(=O)N2CCOCC2)cnn1-c1ccccc1)c1cccs1,36.0%
Cc1ccc(S(=O)(=O)/N=C/c2ccc(Cl)cc2Cl)cc1,21.0%
COc1ccccc1-n1sc2c(c1=S)-c1cc(C)ccc1NC2(C)C,32.0%
O=c1oc2ccccc2cc1-c1nnc(Nc2cc(C(F)(F)F)ccc2Cl)s1,15.0%
CCOc1cc(C=C2C(=O)NC(=O)NC2=O)cc(Cl)c1OCCOc1ccc(OC)cc1,21.0%
COC(=O)c1cc(NC(=O)c2cc3ccccc3cc2O)cc(C(=O)OC)c1,9.0%
CCOc1ccccc1NC(=O)C(=O)NCc1ccc(Cl)cc1,9.0%
O=S(=O)(c1cc(Cl)ccc1Cl)N1CCCc2ccccc21,39.0%
COc1ccc(/C=C2/C(=O)NN(c3ccc(C)cc3)C2=O)cc1OC,5.0%
O=C(COc1ccccc1)N1N=C(c2ccccc2)CC1(O)C(F)(F)F (stereo not drawn),18.0%
c1ccc(C2(c3ccccc3)NCCO2)cc1,8.0%
CC12CC3(C)CC(C(=O)O)(C1)CC(C(=O)O)(C2)C3,10.0%
O=C(CCCOc1ccccc1)Nc1cc(C(F)(F)F)ccc1Cl,5.0%
Cc1nc2cc(N=Cc3cc([N+](=O)[O-])ccc3O)ccc2n1Cc1ccccc1,15.0%
COc1cc(C=C2C(=O)N(C)C(=S)N(C)C2=O)ccc1OCc1ccc2ccccc2c1,24.0%

Bioassay records: PubChem, MTDP

These rows are one share of the data, so the mix of outcomes need not match the whole.
